Compound activity from PubChem.
SRC2 TRFRET art: TR-FRET signal artefacts, primary screen, artefact control for PPARgamma SRC-2 agonist project, biochemical; AID 1049, 2008; 200,000 tested, 0.4% active; TR-FRET artefact counter-screen; active compounds read high; TR-FRET ratio at 8 µM; in the data active = TR-FRET ratio above about 2000; note: inactives centre near 1500
TNAP act hi DEA: TNAP activators at high phosphate acceptor level, primary screen, biochemical, luminescence, uHTS | 200,000 tested, under 10 active | activation factor at 20 µM | Alkaline phosphatase, tissue-nonspecific isozyme (Homo sapiens), P05186 | purified TNAP, CDP-star luminescence, 1 M DEA, 30 min; active compounds read high; 0 = EDTA background, 1 = DMSO-only activity | AID 1136, 2008;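 active = activation factor at least 2 at 20 µM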
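system = human TNAP | amount = enzyme diluted 1/800 final | reagent = 100 µM CDP-star substrate | signal = luminescent substrate turnover signal | dosing = one dose, 20 µM | benchmarks = EDTA negative control, DMSO positive control | measure = activation factor | timing = 30 min reaction, room temperature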
STAT3 act: IL-6 driven STAT3 reporter potentiators, primary screen, U3A cells, luciferase, luminescence, MLSCN library; activation (% of control), % at 5.6 µM; IL-6 STAT3-luciferase reporter; 100% = signal with IL-6 EC80 alone; 190,000 tested, 0.91% active;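 active = activation above the screen-wide mean of compound activation plus 3 SD, cut at about 130% in these data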;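 note: 0% = background luminescence of wells with medium and substrate only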
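Material: STAT3-luciferase reporter U3A cells; Probe or stimulus: IL-6 (33 ng/mL); Incubation: compound pre-incubation 1 h before IL-6, then 6 h stimulation at 37 °C; Technique: luminescence from STAT3-driven luciferase reporter; Evaluation: % activation versus median of IL-6-stimulated wells; Controls: IL-6-only high control.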
PPARg SRC1 recr: PPARgamma agonists recruiting SRC-1 coactivator, primary screen, biochemical; Peroxisome proliferator-activated receptor gamma (Homo sapiens), P37231; PPARgamma-SRC-1 coactivator recruitment biochemical assay; activation, % at 8 µM; 200,000 tested, 0.41% active; in the data active = activation above about 19%;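 note: 0% = DMSO and 100% = reference agonist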
Target sequence (P37231 whole entry, looked up): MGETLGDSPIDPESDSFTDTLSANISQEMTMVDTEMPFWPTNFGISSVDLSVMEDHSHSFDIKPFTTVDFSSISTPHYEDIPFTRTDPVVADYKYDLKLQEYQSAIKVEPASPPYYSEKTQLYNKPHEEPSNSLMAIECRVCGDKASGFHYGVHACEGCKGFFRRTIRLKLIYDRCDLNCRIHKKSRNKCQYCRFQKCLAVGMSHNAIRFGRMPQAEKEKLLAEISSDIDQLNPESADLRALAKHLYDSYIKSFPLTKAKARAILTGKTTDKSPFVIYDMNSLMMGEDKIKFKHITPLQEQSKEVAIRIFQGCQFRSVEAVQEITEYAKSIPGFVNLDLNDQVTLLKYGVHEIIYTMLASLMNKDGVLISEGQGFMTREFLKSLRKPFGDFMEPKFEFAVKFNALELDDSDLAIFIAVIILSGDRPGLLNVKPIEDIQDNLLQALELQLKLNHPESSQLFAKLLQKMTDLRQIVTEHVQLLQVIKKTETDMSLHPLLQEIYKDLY
bIAP inh: bovine intestinal alkaline phosphatase inhibitors, primary screen, selectivity assay for TNAP inhibitor project, biochemical, bovine IAP, CDP-star luminescence. AID 1019, 2008. inhibition, % at 20 µM. 190,000 tested, under 10 active. purified bovine IAP, 30 min. alkaline phosphatase, intestinal [Bos taurus];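 active = over 50% inhibition of intestinal alkaline phosphatase at 20 µM in the single-dose screen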
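Assay system: bovine IAP enzyme; medium: DEA buffer 100 mM, pH 9.8, with MgCl2 1.0 mM, ZnCl2 0.02 mM; doses: 20 µM single dose; incubation: enzyme reaction for 30 min at room temperature; detection: CDP-star luminescence signal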
PPARg SRC-2 ag: agonists of PPARg-SRC-2 recruitment, primary screen, biochemical, HTS | PPARgamma LBD-SRC-2 recruitment | activation, % at 8 µM | Peroxisome proliferator-activated receptor gamma (Homo sapiens), P37231 | 200,000 tested, 0.34% active; in the data active = activation above about 22%;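 note: 0% = vehicle and 100% = reference agonist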
PPARg SRC3 recr: PPARgamma agonists recruiting SRC-3 coactivator, primary screen, biochemical; Peroxisome proliferator-activated receptor gamma (Homo sapiens), P37231; biochemical PPARgamma/SRC-3 coactivator recruitment assay; activation, % at 8 µM; 200,000 tested, 0.26% active; AID 731, 2007; in the data active = activation above about 23%;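 note: 0% = DMSO and 100% = reference agonist; some compounds past the cut are filed as inactive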
bIAP act: bovine intestinal alkaline phosphatase activators, primary screen, biochemical, bovine IAP, CDP-star luminescence. purified bovine IAP, 30 min; active compounds read high; fold of DMSO-control signal, blank-subtracted. activation factor at 20 µM. 200,000 tested, 0.17% active. AID 1016, 2008;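 active = activation factor of 2 or more at 20 µM, a signal rise over negative controls twice the positive control's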
STAT3 blocker: IL-6 driven STAT3 reporter inhibitors, primary screen, U3A cells, luciferase, luminescence, MLSCN library | inhibition, % at 5.5 µM | IL-6 STAT3-luciferase reporter; host cell line lacks STAT1 | 190,000 tested, 0.89% active;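 active = inhibition above the mean inhibition across all screened compounds plus 3 SD, cut at about 44% in these data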;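 note: 0% = DMSO only wells and 100% = 100 µM nifuroxazide control wells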
ROMK primary: ROMK potassium channel modulators, primary screen, cell-based, thallium flux, MLSMR library. AID 1918, 2009. ATP-sensitive inward rectifier potassium channel 1 (Homo sapiens), P48048. Tet-inducible ROMK, thallium flux fluorescence; actives lie on both sides. 130,000 tested, 2% active. B-score at 10 µM;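 active = signal ratio slope over the read window, or its plate-corrected B-score, at least 3 SD from the plate mean, either direction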;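 note: B-score of the F/F0 ratio slope over 7 to 12 s after thallium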
Target sequence (P48048 whole entry, looked up): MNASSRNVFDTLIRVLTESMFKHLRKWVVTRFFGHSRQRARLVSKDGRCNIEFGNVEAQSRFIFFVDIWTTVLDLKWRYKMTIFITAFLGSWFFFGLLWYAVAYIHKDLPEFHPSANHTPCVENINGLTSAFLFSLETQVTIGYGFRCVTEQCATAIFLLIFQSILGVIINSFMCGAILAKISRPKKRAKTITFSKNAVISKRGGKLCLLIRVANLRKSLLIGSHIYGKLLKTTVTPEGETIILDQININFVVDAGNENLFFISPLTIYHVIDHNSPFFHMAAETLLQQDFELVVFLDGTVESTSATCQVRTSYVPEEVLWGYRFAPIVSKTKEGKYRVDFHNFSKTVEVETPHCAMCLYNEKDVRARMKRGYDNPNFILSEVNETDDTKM
STAT1 inh: STAT1 signaling inhibitors, primary screen, cell-based, HTS, luciferase reporter; inhibition, % at 5.5 µM; NIH 3T3 STAT1-luciferase reporter, IFN-gamma, luminescence; 200,000 tested, 0.35% active;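 active = inhibition above a set limit, the mean inhibition across all tested compounds plus 3 SD, cut at about 34% in these data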;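 note: 0% = IFN-gamma with DMSO and 100% = IFN-gamma with 300 µM nifuroxazide; values of inactives mirror those of a sister screen read the other way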
* hit, by the source's call; . = not tested or not shown.

Fields – SRC2 TRFRET art, TNAP act hi DEA, STAT3 act, PPARg SRC1 recr, bIAP inh, PPARg SRC-2 ag, PPARg SRC3 recr, bIAP act, STAT3 blocker, ROMK primary, STAT1 inh
1) CN1/C(=C/C(=O)C2CC2)C(C)(C)c2ccccc21
    1571, 1, 98, -2, -2, 0, -4, 1, 12, -0.88, 7
2) COc1ccc(NC(=O)CN2CCC(NC(=O)C3CCCCC3)CC2)c([N+](=O)[O-])c1
    1407, 1, 96, -6, 1, 2, -2, 1, 10, -0.2, 0
3) O=C(O)c1cc(O)c2c(c1)C(=O)c1cc(O)cc(O)c1C2=O
    1478, 0.7, ., 10, 13, 10, 5, 0.9, ., ., 5
4) O=C(c1cc(-c2cccs2)nc2ccccc12)N1CCN(S(=O)(=O)c2cccc(F)c2)CC1
    2309*, 1, 104, 11, -3, 11, 17, 1, 0, -1.3, 3
5) Cc1ccnc(NS(=O)(=O)c2ccc(NC(=O)c3cncc(Br)c3)cc2)n1
    1256, 1, 90, -4, 9, 8, 0, 0.9, 14, 0.42, 1
6) CCC(CC)C(=O)Nc1cccc(C(=O)NCCc2ccccc2)c1
    1577, 1, 100, 7, -4, 5, 1, 1, 9, -0.5, 3
7) CN1CCc2c(sc3nc(SCC(N)=O)n(-c4ccccc4)c(=O)c23)C1
    1744, 1, 94, 12, -14, 12, 7, 1.1, 11, ., -2
8) Cc1cccc(NC(=O)CSc2ccc(-c3cccs3)nn2)c1C
    1522, 1, 102, 0, 3, -3, 3, 1, 0, ., -14
9) COc1ccccc1NC(=O)Cc1noc(CSc2cc(C)c3ccccc3n2)n1
    1807, 1.1, 102, 12, 9, 0, 6, 0.9, 3, ., -4
10) Cc1nc2cc(C(=O)OCC(=O)NC3CCS(=O)(=O)C3)ccc2n1-c1ccccc1 (centres undefined)
    1482, 1.1, 99, -3, 1, 3, -11, 1, 8, -0.057, 1
11) CC1(C)CC(=O)C2=C(C1)N(c1ncn[nH]1)C(N)=C(C#N)C2c1ccccc1 (centres undefined)
    1504, 1, 101, 4, -16, 0, 2, 1.2, 2, 0.73, 6
12) CSc1ncccc1C(=O)NCC12CC3CC(CC(C3)C1)C2
    1420, 1.1, 109, 2, -3, -6, -1, 1, -9, -0.23, 0
13) O=C(O)C1CSC(c2ccco2)N1 (centres undefined)
    1570, 1, 100, -7, 1, -13, -2, 1, 6, -0.12, 4
14) O=C(O)c1ccc(Oc2ccc(C(F)(F)F)cn2)cc1
    1495, 1.1, 103, 4, -17, 2, 1, 1.2, -2, 0.19, 10
15) COc1ccc(C)cc1S(=O)(=O)N(CC(=O)O)c1ccc(F)cc1
    1563, 1, 94, 6, -6, 12, 7, 1.1, 10, ., -2
16) CCc1nccn1S(=O)(=O)c1ccc(OC)c(C)c1C
    1433, 1, 107, -1, 9, -1, -2, 0.9, -12, 0.42, 2
17) COC(=O)c1nn(-c2ccccc2)c(Cl)c1/C=N/O
    1653, 1.1, 108, 4, 10, 4, 1, 0.9, -2, 0.17, 5
18) O=C(CNC(=S)N(Cc1ccccc1F)C1CCCCC1)NC1CC1
    1600, 1, 95, 6, -8, 11, 14, 1.1, 7, 0.35, -1
19) COC(=O)c1ccc2nc(Nc3nc4c(F)cc(F)cc4s3)sc2c1
    1657, 1, 21, 2, 6, 6, 3, 0.9, 94*, -0.87, 70*
20) C/C(=N\NC(=O)c1cccnc1)c1ccc(C)c([N+](=O)[O-])c1
    1490, 1, 99, -7, -4, -8, -4, 1, 10, 0.003, -1
21) CC(=O)Nc1ccc(NC(=O)Cn2cc3c(n2)CCCC3)cc1
    1601, 1.1, 100, 0, 2, -7, 1, 1, 5, ., -5
22) NC1=NC(c2ccc(Br)cc2)n2c(nc3ccccc32)N1 (centres undefined)
    1414, 1, 105, -4, -94, -1, -19, 1.9, -2, -1.1, 0
23) COc1ccc(Cl)cc1NC(=O)C1CSC(c2ccncc2)=N1 (centres undefined)
    1685, 1, 97, 4, -1, 1, 3, 1, 4, -0.01, 8
24) CC(=O)Nc1ccc(C(=O)/C=C/c2ccco2)cc1
    1677, 0.9, 105, 1, 7, 1, 2, 0.9, -8, ., -1
25) O=C(O)CN1C(=O)COc2cc(S(=O)(=O)N3CCCC3)ccc21
    1477, 1, 99, 1, 6, 7, 4, 0.9, 6, ., -1
26) CCOc1ccccc1-c1nc(-c2ccc(NC(=O)c3ccc(Br)o3)cc2)no1
    1910, 1, 97, 4, 14, 13, -8, 0.9, 8, ., -11
27) COc1cc(NC(=O)CN2CCN(S(=O)(=O)c3ccc(C(C)C)cc3)CC2)cc(OC)c1
    1561, 1.1, 112, 9, -46, 8, 5, 1.5, -7, ., -9
28) COc1cccc(CC2(CO)CCN(Cc3cn(C)nc3C)CC2)c1
    1665, 1, 95, 4, -1, 3, 2, 1, 10, 1.2, 3
29) O=C(COc1ccc(Cl)cc1)NC1=NN(c2ccccc2)C(=O)C1
    1762, 1, 103, 0, -8, 11, 3, 1.1, -3, -0.19, 2
30) N#Cc1ncc(-c2ccc3c(c2)OCCOCCOCCOCCOCCO3)nc1C#N
    1503, 1, 94, 3, -8, -1, -1, 1.1, 10, ., 14

Entries by screen from above:
Nos. 14 to 25 in PPARg SRC3 recr, in turn: 1, 7, -2, 1, 14, 3, -4, 1, -19, 3, 2, 4
Nos. 14 to 25 in PPARg SRC-2 ag, in turn: 2, 12, -1, 4, 11, 6, -8, -7, -1, 1, 1, 7

Going on with the list:
Fields – SRC2 TRFRET art, TNAP act hi DEA, STAT3 act, PPARg SRC1 recr, bIAP inh, PPARg SRC-2 ag, PPARg SRC3 recr, bIAP act, STAT3 blocker, ROMK primary, STAT1 inh
31) O=C1C2=C(c3ccccc31)[N+](=O)[C@@H]1CCCC[C@@H]1N2[O-]
    1518, 1, 88, 4, 14, 4, 7, 0.9, 16, 0.012, -9
32) COCCN(C(=O)Cc1cccs1)C(C(=O)NCc1ccc(OC)cc1)c1ccc(C(C)C)cc1 (centres undefined)
    1736, 1.1, 99, -1, -115, 2, 0, 2.1*, 6, ., -1
33) COc1ccccc1CN(Cc1ccco1)S(=O)(=O)c1ccc(-n2cnnn2)c(OC)c1
    1545, 1.1, 97, -2, 2, 0, -3, 1, 3, -0.0012, -4
34) CC(C)CN1CC(C(=O)O)CC1=O (centres undefined)
    1590, 1, 102, -4, 9, -2, -1, 0.9, 0, 0.21, -5
35) COC(=O)/C=C1/S/C(=N/NC(=O)c2ccccc2C)NC1=O
    1543, 1, 100, -2, -29, 20, 6, 1.3, 4, 1.2, -3
36) COc1ccc(CCN2C(=O)CC(Nc3ccc(N4CCOCC4)cc3)C2=O)cc1OC (centres undefined)
    1343, 1, 107, 7, 5, 4, 1, 1, -8, ., 10
37) Cc1nc(-c2ccccc2)sc1-c1nc(-c2cccs2)ncc1S(=O)(=O)c1ccccc1
    1469, 1, 96, -6, 6, -2, -7, 0.9, 12, -0.039, 5
38) c1ccc(Cn2nnc3c(NCC4CCCO4)nc(C4CC4)nc32)cc1 (centres undefined)
    1556, 1, 102, 8, -6, -3, 10, 1.1, -1, 0.048, 12
39) O=C(c1cc2nc(-c3ccccc3)cc(C(F)(F)F)n2n1)N1CCOCC1
    1566, 1, 102, 4, 2, 7, 4, 1, 2, 0.17, -25
40) Cc1ccc(SCCc2cc[n+](CC(=O)c3ccccc3)cc2)cc1
    1815, 1, 109, 7, 24, 5, 3, 0.8, -10, ., 4
41) O=C(Nc1ccc(Br)cc1)c1cccc(NC(=O)C2C3CC4OC(=O)C2C4C3)c1 (centres undefined)
    1493, 1, 102, -5, 2, 7, -3, 1, 1, ., -5
42) Cc1nnc(SCC(=O)N2c3ccccc3CC2C)[nH]c1=O (centres undefined)
    1516, 1, 106, -1, 37, 1, 0, 0.6, -2, -0.8, 8
43) COC(=O)c1ccc(NC(=O)CN(C2CCCCC2)S(C)(=O)=O)cc1
    1491, 1, 98, 6, 4, 5, -2, 1, 2, ., -8
44) COc1ccc(C(CC(=O)O)n2cnnn2)cc1 (centres undefined)
    1519, 1.1, 96, -14, -5, -4, -1, 1.1, 16, 0.34, -3
45) C/C=C(\C)C(=O)OC1c2c(ccc3ccc(=O)oc23)OC(C)(C)C1OC(C)=O (centres undefined)
    1598, 1, 89, -1, 7, 2, 6, 0.9, 16, -1.9, 12
46) CCCn1c(=O)c(C(=O)c2ccccc2)nc2ccccc21
    1638, 1, 107, -4, 4, 2, -5, 1, -6, ., 10
47) Cc1nnc(NC(=O)CSc2nnc(Cc3cccn3C)n2-c2cccc(C)c2C)s1
    1656, 1, 95, 4, 7, 7, 5, 0.9, 7, ., 5
48) Cc1ccc(-n2nc(N)c3c(=O)oc(N(C)C)nc32)cc1
    1578, 1, 99, -9, -1, -8, -10, 1, 3, ., 0

bIAP act: what is marked active above.
| cpd | Structure | TNAP act hi DEA | STAT3 act | bIAP inh | bIAP act | ROMK primary | STAT1 inh |
| --- | --- | --- | --- | --- | --- | --- | --- |
| 32 | COCCN(C(=O)Cc1cccs1)C(C(=O)NCc1ccc(OC)cc1)c1ccc(C(C)C)cc1 (centres undefined) | 1.1 | 99 | -115 | 2.1* | . | -1 |
